# SRC2 inh: human SRC2 (NCOA2) inhibition | Q15596 | HEK293 GAL4-SRC2 luciferase reporter, luminescence | inhibition, % at 9 µM | hit rate 0.17% among 370,000 | AID 651957;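 active = inhibition above the mean inhibition of all tested compounds plus 3 SD, set per campaign, cut at about 52% in these data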;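 note: 0% = DMSO treated cells and 100% = cells given Gossypol at 36 µM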
# KKLEB tox: reduces viability of KKLEB cystic fibrosis airway cells. activity change (cytotoxicity), % at 5 µM. hit rate 0.36% among 360,000. AID 602141. KKLEB CF airway cells viability, ATPlite luminescence, overnight; stronger effect = lower value; cells stimulated with P. aeruginosa culture filtrate;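 active = corrected activity change at or below -50% at 5 µM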
# NR2F2 inh: blocks human COUP-TFII nuclear receptor; P24468; HEK293T NGFI-A luciferase reporter, luminescence; inhibition, % at 8.6 µM; hit rate 0.7% among 370,000;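 active = inhibition above a per-plate cutoff, mean inhibition of test wells between control levels plus 3 SD, cut at about 38% in these data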;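 note: cells cotransfected with COUP-TFII expression vector driving the NGFI-A reporter; 0% = median of COUP-TF2 test wells and 100% = reporter-only cells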
# NCOA1 inh: human NCOA1 inhibition; HEK293 GAL4-SRC1 luciferase reporter, luminescence; inhibition, % at 3.6 µM; hit rate 0.12% among 360,000; AID 588354;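 active = inhibition above the campaign mean plus 3 SD, with each screening campaign given its own cutoff, cut at about 60% in these data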;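 note: 0% = DMSO treated cells and 100% = gossypol at 36 µM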
# NCOA3 inh: human NCOA3 inhibition; Q9Y6Q9; HEK293 GAL4-SRC3 luciferase reporter, luminescence; inhibition, % at 3.6 µM; hit rate 0.17% among 360,000; AID 588352;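 active = inhibition above a per-campaign cutoff, the mean of all compounds plus 3 SD, cut at about 60% in these data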;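 note: 0% = DMSO-treated cells and 100% = gossypol-treated cells at 36 µM; higher means less SRC3-driven luciferase light from the GAL4 reporter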
# Target sequence (Q9Y6Q9 whole entry, looked up, the tested form may be a part): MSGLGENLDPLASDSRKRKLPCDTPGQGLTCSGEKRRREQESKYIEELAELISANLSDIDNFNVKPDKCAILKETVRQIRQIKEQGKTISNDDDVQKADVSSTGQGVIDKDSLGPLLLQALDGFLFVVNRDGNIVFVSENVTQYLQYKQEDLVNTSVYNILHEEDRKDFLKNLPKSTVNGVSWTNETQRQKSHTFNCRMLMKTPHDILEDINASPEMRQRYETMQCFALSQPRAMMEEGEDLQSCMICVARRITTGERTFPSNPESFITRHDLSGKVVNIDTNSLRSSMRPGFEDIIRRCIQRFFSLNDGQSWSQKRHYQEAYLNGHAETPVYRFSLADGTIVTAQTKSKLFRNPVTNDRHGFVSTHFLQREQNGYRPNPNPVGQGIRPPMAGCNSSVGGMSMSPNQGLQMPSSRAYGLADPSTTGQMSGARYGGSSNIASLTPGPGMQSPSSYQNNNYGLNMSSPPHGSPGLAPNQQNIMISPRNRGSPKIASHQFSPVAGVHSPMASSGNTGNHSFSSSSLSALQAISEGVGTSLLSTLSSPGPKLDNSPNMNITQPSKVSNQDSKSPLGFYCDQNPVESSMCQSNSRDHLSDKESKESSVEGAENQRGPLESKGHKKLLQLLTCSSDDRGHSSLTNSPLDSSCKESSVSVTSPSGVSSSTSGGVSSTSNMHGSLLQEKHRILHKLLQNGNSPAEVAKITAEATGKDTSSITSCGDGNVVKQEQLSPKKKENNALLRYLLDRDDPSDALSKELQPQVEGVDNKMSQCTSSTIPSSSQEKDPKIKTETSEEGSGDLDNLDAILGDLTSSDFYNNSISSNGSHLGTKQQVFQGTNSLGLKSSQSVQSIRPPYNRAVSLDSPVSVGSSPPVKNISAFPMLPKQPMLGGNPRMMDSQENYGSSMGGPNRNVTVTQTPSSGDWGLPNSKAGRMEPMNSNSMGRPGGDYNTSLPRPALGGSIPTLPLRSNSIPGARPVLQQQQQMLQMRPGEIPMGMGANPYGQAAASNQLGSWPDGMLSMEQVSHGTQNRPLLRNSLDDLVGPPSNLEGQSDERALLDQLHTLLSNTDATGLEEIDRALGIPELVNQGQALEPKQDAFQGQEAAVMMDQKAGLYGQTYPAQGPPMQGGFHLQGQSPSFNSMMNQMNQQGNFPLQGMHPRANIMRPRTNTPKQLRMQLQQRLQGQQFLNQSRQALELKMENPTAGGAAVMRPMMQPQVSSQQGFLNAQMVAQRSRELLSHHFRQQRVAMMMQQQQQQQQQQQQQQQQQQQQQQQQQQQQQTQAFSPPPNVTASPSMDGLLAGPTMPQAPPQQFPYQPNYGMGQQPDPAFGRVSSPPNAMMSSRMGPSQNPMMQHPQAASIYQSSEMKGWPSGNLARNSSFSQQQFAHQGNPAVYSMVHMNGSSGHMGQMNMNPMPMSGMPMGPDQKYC
# TRAIL sens C8: caspase-8 TRAIL sensitization | NB7+C8 cells + TRAIL, ATPlite viability luminescence | inhibition (viability loss, TRAIL sensitization), % at 10 µM | hit rate 1% among 360,000;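 active = compounds causing at least 50% loss of cell viability in the single-dose screen, relative to plate controls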
# NR5A2 inv ag: NR5A2 inverse agonism in reporter assay; HEK293T StAR-luciferase reporter, LRH-1 transfected, 24 h; inhibition, % at 3.6 µM; hit rate 0.13% among 360,000; O00482;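 active = inhibition above the mean inhibition of all tested compounds plus 3 SD, cut at about 73% in these data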;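 note: 0% = DMSO wells and 100% = reporter-only cells lacking LRH-1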
# EBV LMP1 NFkB: inhibitors of Epstein-Barr LMP1-induced NF-kappaB reporter; LMP1-induced NF-kappaB luciferase reporter cells, luminescence; inhibition, % at 12.5 µM; hit rate 0.69% among 350,000; in the data active = inhibition above about 41%;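 note: 0% = neutral control wells and 100% = reference inhibitor control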
# TWEAK-Fn14 inh: inhibitors of TWEAK-Fn14 interaction signaling; TWEAK-stimulated Fn14 reporter cells, luciferase luminescence, 8 h; hit rate 2% among 360,000; inhibition, % at 10 µM; in the data active = inhibition above about 50%
# CF NFkB block: cystic fibrosis NF-kB activation inhibition. KKLEB NF-kB-GFP reporter, PAF-induced, GFP fluorescence overnight. inhibition, % at 5 µM. hit rate 0.86% among 360,000. AID 588850;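 active = at least 50% inhibition at 5 µM, scaled per plate between neutral and stimulator controls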;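 note: PAF is a Pseudomonas aeruginosa culture filtrate used as stimulus; plate controls were PAF-stimulated DMSO wells for no effect and unstimulated DMSO wells for full effect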
# TROY signal inh: inhibitors of TROY-dependent NF-kB signaling; Q293 LMP1-TROYcd NF-kB luciferase reporter, 4 h; inhibition, % at 10 µM; hit rate 0.98% among 360,000; AID 1347056;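 active = compounds whose plate-normalised and pattern-corrected inhibition of the luciferase reporter signal at the single screening dose is 50% or more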
# * = called active by the depositor; nt = no result given.
SMILES,SRC2 inh,KKLEB tox,NR2F2 inh,NCOA1 inh,NCOA3 inh,TRAIL sens C8,NR5A2 inv ag,EBV LMP1 NFkB,TWEAK-Fn14 inh,CF NFkB block,TROY signal inh
CC(C)Oc1ccc(CNC(=O)Cn2c(=O)c3cccn3c3cccnc32)cc1,16,10,-3,12,1,7,4,-4,10,1,-9
Cc1cc(C(F)(F)F)c2c(C)nn(-c3ccccc3)c2n1,-2,-3,0,-8,25,-8,6,7,-25,-13,1
CCS(=O)(=O)c1ccc2c(c1)N(S(=O)(=O)c1ccccc1)CC(C(=O)O)O2 (stereo unspecified),14,0,-5,-10,-3,-18,-1,6,-19,-9,-1
c1ccc2c(CCN3CCNC[C@H]3Cc3cccc4ccccc34)cccc2c1,-14,-8,2,-9,-14,-3,20,1,2,-6,3
COCc1cccc(N2C(=O)CC(C3C=C(C)C4C(=O)N(c5cccc(COC)c5)C(=O)C4C3)C2=O)c1 (stereo unspecified),2,21,6,3,9,-11,-2,-4,-7,-9,-9
Oc1ccccc1CNc1cnc2ccccc2c1,-27,6,-18,-68,-62,18,-89,-11,12,12,-38
O=c1cc(-c2ccc([N+](=O)[O-])cc2)c2ccc(O)cc2o1,-11,14,-6,7,3,11,6,14,-13,53*,21
CS(=O)(=O)Nc1cccc(C2=NN(C(=O)c3ccccc3Cl)C(c3ccccc3O)C2)c1 (stereo unspecified),-28,5,8,0,5,3,-6,2,18,3,3
CC(Oc1ccc(Br)cc1)C(=O)Nc1cc(S(=O)(=O)N2CCOCC2)ccc1N1CCCC1 (stereo unspecified),7,-4,-1,9,14,17,-4,1,2,-14,-9
O=C(Nc1cccc(O)c1)c1ccc(NC(=O)C2CCCO2)cc1 (stereo unspecified),-48,1,-33,-53,-60,12,-61,0,3,-10,-20
Cc1ccc(NC(=O)N2CCCCCC2)cc1C,-52,14,-61,-84,-77,6,-115,-21,-4,0,-40
CS(=O)(=O)c1ccc(C(=O)OCC(=O)N2CCCc3ccccc32)cc1,10,-9,-5,12,-2,-6,14,-6,-3,18,-2
Cc1ccc(C(=O)CSc2nnc3n2CCCCC3)s1,-34,-8,-9,-55,-27,2,-64,-2,-18,14,-22
CN(C)C(=O)[C@H]1C[C@H]1[C@@H](O)[C@H](CO)NC(=O)[C@H](COCc1ccccc1)NC(=O)OC(C)(C)C,-14,-1,-7,-8,-20,-7,-7,-7,-6,6,-10
O=C(Nc1ccc(Cl)cc1)c1cccnc1N1CCCCC1,-6,6,5,-10,8,-1,5,-1,13,-14,17
CCCCCCC(=O)N/N=C(\C)Cc1ccccc1,-13,-34,-16,6,6,4,0,-3,6,14,-9
Cc1ccc(-n2nnnc2SCC(=O)Nc2ccccc2-c2ccccc2)cc1C,4,-2,21,8,4,3,0,-2,-1,7,17
O=C(Nc1cccc(C(=O)O)c1)Nc1cccc2ccccc12,-33,-4,-3,-32,-51,12,-51,-10,-23,1,-42
Oc1ccc(Nc2nc(-c3ccc(O)cc3)cs2)cc1,-30,30,-15,-26,-52,-7,-10,-13,2,-75,4
Cc1ccc(C)c(S(=O)(=O)N/N=C/c2ccc(C(=O)O)cc2)c1,-21,3,12,5,18,1,20,1,-4,1,1
O=C(CCN=C1NS(=O)(=O)c2ccccc21)N1CCc2ccccc2C1,-30,4,8,-7,-22,-1,11,0,5,-6,-4
CCC(C)NC(=O)c1ccccc1-c1ccccc1C(=O)NC(C)CC (stereo unspecified),-34,4,-6,10,6,-1,-10,-3,-15,-5,-13
Cc1ccc(S(=O)(=O)Nc2ccc3c(c2)OCCO3)cc1,1,-10,17,0,9,-1,5,0,8,14,0
CCOP(=O)(OCC)c1nc(-c2cccc3ccccc23)oc1NCc1ccccc1,0,-6,9,7,0,-5,6,-4,-5,12,13
CC1(C(=O)Nc2cccc3cccnc23)CCN1C(=O)CCC1CCCC1 (stereo unspecified),19,-5,-6,3,-5,-5,-9,nt,8,1,-6

# Full records, looked up by structure:
# `CC(Oc1ccc(Br)cc1)C(=O)Nc1cc(S(=O)(=O)N2CCOCC2)ccc1N1CCCC1` (stereo unspecified) is entered as SRC2 inh: 7; KKLEB tox: -4; NR2F2 inh: -1; NCOA1 inh: 9; NCOA3 inh: 14; TRAIL sens C8: 17; NR5A2 inv ag: -4; EBV LMP1 NFkB: 1; TWEAK-Fn14 inh: 2; CF NFkB block: -14; TROY signal inh: -9
# `CC(C)Oc1ccc(CNC(=O)Cn2c(=O)c3cccn3c3cccnc32)cc1` is entered as SRC2 inh: 16; KKLEB tox: 10; NR2F2 inh: -3; NCOA1 inh: 12; NCOA3 inh: 1; TRAIL sens C8: 7; NR5A2 inv ag: 4; EBV LMP1 NFkB: -4; TWEAK-Fn14 inh: 10; CF NFkB block: 1; TROY signal inh: -9

# Carrying on.
SMILES,SRC2 inh,KKLEB tox,NR2F2 inh,NCOA1 inh,NCOA3 inh,TRAIL sens C8,NR5A2 inv ag,EBV LMP1 NFkB,TWEAK-Fn14 inh,CF NFkB block,TROY signal inh
CCCCc1nc2cc(C(=O)NCCc3cnn(C)c3)ccc2o1,-17,-3,-9,-40,-25,-6,-13,-1,-8,-20,-13
CCNC(=S)NNC(=O)c1cc(-c2cccc(OC)c2)nc2ccccc12,-22,-4,-4,-16,-15,21,-20,-10,-40,-10,-34
CCC(C)C(Nc1ncnc2scc(-c3ccccc3)c12)C(=O)O (stereo unspecified),-8,-2,8,9,6,-5,-18,-5,-16,-14,16
Cc1ccccc1Nc1nc(N)nc(CN2C(=O)NC3(CCCCC3C)C2=O)n1 (stereo unspecified),-5,-11,2,1,-4,-15,3,4,-13,4,-7
O=C(NNC(=S)NC1CCCCC1)c1sc2ccccc2c1Cl,-8,-2,-1,-12,-21,-8,-30,6,10,28,76*
Cc1cc(C)cc(CC(CC(=O)Nc2ccc(Cl)cc2)C(=O)O)c1 (stereo unspecified),18,5,2,-10,13,14,1,0,14,-8,-3
O=C(O)CSc1ncnc2scc(-c3ccc(Br)cc3)c12,-23,0,13,-1,-9,-12,-2,0,11,13,15
COC(=O)c1ccc(C(=S)N2CCOCC2)cc1,-2,-10,9,1,9,2,14,-5,-63,2,24
CNCCCCOc1ccccc1-c1ccccc1,19,-16,-6,6,27,6,14,-10,10,7,-14
Cc1ccc(NS(=O)(=O)c2ccc(NC(=O)c3ccc(Br)o3)cc2)c(C)c1,8,-1,19,-5,16,-2,-13,-5,18,-2,44
COc1ccccc1NC(=O)Cc1noc(CSc2cc(C)c3ccccc3n2)n1,6,1,-6,8,-21,3,-4,-9,14,6,-1
C[C@@H]1O[C@H](C2CCCCC2)Cc2[nH][nH]c(=O)c21,12,nt,-3,nt,nt,-11,-20,nt,6,nt,4
CC1(C)CC(NC(=S)NCc2ccco2)CC(C)(C)N1,3,-20,0,8,12,2,-3,-3,18,13,10
O=[N+]([O-])c1ccc(N2CCN(Cc3ccc4c(c3)OCO4)CC2)nc1,-7,-3,0,-2,-14,10,-3,-25,-6,-8,-13
COCCn1cc(C(=O)NCc2cccs2)c2c3ccccc3n(C)c2c1=O,-5,8,-10,7,18,-8,2,-2,7,-14,-3
COc1ccc(CCN(C)C2CCCN(C(=O)Cn3cccn3)C2)cc1OC (stereo unspecified),-7,6,0,-18,-21,-18,11,-4,2,10,-29
Cc1cccc(C(=O)Nc2ccccc2N2CCN(c3ccc(F)cc3)CC2)c1,-9,-7,11,0,-12,12,-7,7,28,4,-7
Cc1cccc(C(=O)NNC(=O)Nc2ccccc2)c1,-8,-7,-5,-6,0,8,-19,-3,5,-5,4
O=C(Cc1c(F)cccc1Cl)Nc1cc(S(=O)(=O)N2CCOCC2)ccc1N1CCCC1,-1,2,-12,-5,8,-2,5,24,0,-7,4
CC1CCCC(NC(=O)COC(=O)/C=C/c2ccc(F)cc2)C1C (stereo unspecified),-16,-4,-17,-7,15,-17,-9,-4,15,16,-4
Cc1ccc(S(=O)(=O)N2CC3(O)CN(C(=O)OC(C)C)N(C(=O)OC(C)C)CC3(OC(=O)NCc3ccccc3)C2)cc1 (stereo unspecified),-13,13,-2,5,-35,2,-13,4,25,3,14
COc1ccc(N2CC(O)=C(c3nc(-c4ccc(Cl)cc4)cs3)C2=N)cc1,23,-1,9,6,-4,5,-8,-75,-8,2,-5
COc1cc(NC(=O)CCc2c(C)nn(-c3ccc(N4CCOCC4)nn3)c2C)cc(OC)c1OC,-7,0,-8,0,17,-14,-12,-11,-2,-10,-7
Cc1nc(Nc2ccccc2C)c2cnn(C)c2n1,9,-4,-3,0,-3,-6,18,11,-6,15,-14
N#Cc1ccncc1Sc1ccc(Cl)cc1,-18,-12,-18,0,-9,5,-1,-14,7,21,2
O=C1NC[C@H](CCCCN2C[C@H](Cc3ccc(O)cc3)N(CCC3CCCCC3)C(=O)C2=O)N(CCc2ccc(O)cc2)C1=O,6,nt,-6,nt,nt,-5,15,nt,2,nt,-1
CCC(NCc1cccnc1)c1ccc(OC)c(OC)c1 (stereo unspecified),13,-10,-12,2,-17,-17,0,-9,1,2,4
COc1cccc(-c2ccccc2C2=CC(=O)CC(C)(C)C2=O)c1,1,-3,-14,0,-20,10,1,3,0,0,-8
C#CCSc1[nH]c(=O)cc(C)c1C#N,12,4,13,-7,7,-5,18,5,6,-2,-11
COc1cc(CCC(N)c2cccc(O)c2)cc(OC)c1OC (stereo unspecified),-52,-6,4,18,-10,-5,-17,0,0,9,17

# In a second layout: entries from further up
Cc1ccc(C(=O)CSc2nnc3n2CCCCC3)s1
  SRC2 inh = -34
  KKLEB tox = -8
  NR2F2 inh = -9
  NCOA1 inh = -55
  NCOA3 inh = -27
  TRAIL sens C8 = 2
  NR5A2 inv ag = -64
  EBV LMP1 NFkB = -2
  TWEAK-Fn14 inh = -18
  CF NFkB block = 14
  TROY signal inh = -22
Cc1nc(Nc2ccccc2C)c2cnn(C)c2n1
  SRC2 inh = 9
  KKLEB tox = -4
  NR2F2 inh = -3
  NCOA1 inh = 0
  NCOA3 inh = -3
  TRAIL sens C8 = -6
  NR5A2 inv ag = 18
  EBV LMP1 NFkB = 11
  TWEAK-Fn14 inh = -6
  CF NFkB block = 15
  TROY signal inh = -14
CCCCc1nc2cc(C(=O)NCCc3cnn(C)c3)ccc2o1
  SRC2 inh = -17
  KKLEB tox = -3
  NR2F2 inh = -9
  NCOA1 inh = -40
  NCOA3 inh = -25
  TRAIL sens C8 = -6
  NR5A2 inv ag = -13
  EBV LMP1 NFkB = -1
  TWEAK-Fn14 inh = -8
  CF NFkB block = -20
  TROY signal inh = -13
Cc1cccc(C(=O)Nc2ccccc2N2CCN(c3ccc(F)cc3)CC2)c1
  SRC2 inh = -9
  KKLEB tox = -7
  NR2F2 inh = 11
  NCOA1 inh = 0
  NCOA3 inh = -12
  TRAIL sens C8 = 12
  NR5A2 inv ag = -7
  EBV LMP1 NFkB = 7
  TWEAK-Fn14 inh = 28
  CF NFkB block = 4
  TROY signal inh = -7
